FUS yeast rescue = suppressors of FUS proteinopathy in yeast. hit rate 0.24% among 390,000. S. cerevisiae FUS-expressing, growth rescue, OD600, 24 h. Potency, µM (titrated, usually from 76.6 µM), inactives show at the top dose growth rescue (activation), usual class: activators;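 also: potency is read from the fitted curve at half-maximal effect; plate controls were DMSO vehicle for no effect and reference control for full effect; nearly all actives have a fitted effect of over 55% in size; some results filed as inactive show a strong effect at the top dose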
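Absorbance at 600 nm, taken 24hr after compound addition, measured rescue of FUS-yeast growth at 30C. Induction used 2% galactose with seeding at OD 0.005. Controls: CP55940 from 92uM final, DMSO only.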
aSyn rescue = rescues yeast growth from alpha-synuclein toxicity; Yeast expressing alpha-synuclein, growth rescue, BacTiter-Glo, 24 h; hit rate 0.14% among 370,000; Potency, µM (doses to about 46.1 µM), for inactives: at the highest dose growth rescue (activation), most hits filed as activators; also: potency is read from the fitted curve at half-maximal effect; % of control where 0% means no effect; nearly all actives have a fitted effect of over 65% in size
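Galactose-induced alpha-syn yeast (OD600=0.02, raffinose-pregrown) + pinned cpd, 24 hr, 30 deg C; growth by BacTiter-Glo luminescence. Growth restoration scores as activation.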
pAkt inh = blocks phosphorylation of Akt; Neuro2A IGF-stimulated pAkt S473 HTRF, 20 min; stronger effect = lower value; activity change, % for hits at 50 µM; hit rate 0.32% among 360,000; AID 651550; in the data active = activity change below about -80%; inconclusive = mostly about -51% to -80%; also: % is scaled to controls: 0 for no effect and ±100 for the full control effect
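Single-point screen (50 µM final compound) in Neuro2A cells stimulated 20 min with 6 nM IGF at 37 deg C. After lysis, Ser473-phosphorylated Akt read by HTRF (ex 330 nm, em 615/665 nm) as the 665/615 ratio.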
PTHR1 ag = agonists of human PTHR1 parathyroid hormone receptor | HEK293 GP2 PTHR1 cells, GloSensor cAMP luminescence, 1 h | Q03431 | hit rate 0.075% among 410,000 | Potency, µM (titrated, usually from 115 µM), for inactives: top-dose activation, hits mostly activators; also: potency is read from the fitted curve at half-maximal effect; nearly all actives have a fitted effect of over 55% in size; some results filed as inactive show a strong effect at the top dose; inactives centre near -15; many of its hits are not listed in these tables
Target sequence (Q03431 whole entry, looked up): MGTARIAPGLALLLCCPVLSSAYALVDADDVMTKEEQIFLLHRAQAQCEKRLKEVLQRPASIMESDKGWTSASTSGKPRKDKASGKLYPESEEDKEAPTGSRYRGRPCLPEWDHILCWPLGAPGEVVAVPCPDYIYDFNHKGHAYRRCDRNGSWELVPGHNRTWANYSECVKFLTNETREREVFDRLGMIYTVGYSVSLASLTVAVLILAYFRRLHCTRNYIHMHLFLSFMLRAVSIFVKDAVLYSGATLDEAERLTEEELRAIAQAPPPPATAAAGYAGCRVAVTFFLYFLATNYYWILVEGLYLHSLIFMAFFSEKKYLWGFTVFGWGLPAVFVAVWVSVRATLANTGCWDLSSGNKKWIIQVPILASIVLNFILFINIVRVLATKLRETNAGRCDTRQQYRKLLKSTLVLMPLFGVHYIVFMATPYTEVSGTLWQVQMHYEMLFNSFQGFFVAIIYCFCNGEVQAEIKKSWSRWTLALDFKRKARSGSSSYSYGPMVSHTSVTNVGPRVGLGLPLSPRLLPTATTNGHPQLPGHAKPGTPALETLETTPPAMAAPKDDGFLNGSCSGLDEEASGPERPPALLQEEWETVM
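HEK-293-derived GP2 cells expressing PTHR1 and a GloSensor cAMP reporter, 3,000/well, plated overnight, given luciferin plus IBMX (each 0.5 mM as added) for 1 h at 37 °C, then compound for 1 h at 37 °C. Luminescence was read after 15 min at room temperature.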
HEK293 tox = cytotoxicity counter-screen for GLP-1 receptor inverse agonists; HEK293 cAMP-luciferase reporter cells, luminescence, 24 h; Potency, µM (highest dose often 38.3 µM), for inactives: at the highest dose activity change, negative = inhibition, most hits filed as inhibitors; hit rate 0.13% among 410,000; AID 624418;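 also: loss of luciferase light is scored as toxicity; potency is read from the fitted curve at half-maximal effect; % is scaled to controls: 0 for no effect and ±100 for the full control effect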
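Cells in DMEM/10% Nu serum/1% pen-strep, 1536-well format. Pre-incubated 12 h, dosed with 23 nL compound, incubated a further 24 h. Luciferase detection, 12 min at room temp, luminescence.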
Abeta yeast res = compounds reversing amyloid beta toxicity in yeast | Potency, µM (highest dose often 46.1 µM), for inactives: top-dose growth rescue, hits mostly activators | yeast expressing A-beta42, growth rescue, OD600, 48 h; response scale: 0% DMSO, 100% iron-clioquinol control | hit rate 0.063% among 410,000 | AID 1347071; also: potency is read from the fitted curve at half-maximal effect; nearly all actives have a fitted effect of over 55% in size
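Yeast growth medium received pinned compounds, then yeast cells expressing toxic A-beta were added; plates incubated at 30 C for 48 hr. Growth read as absorbance at 600 nm, normalized to DMSO and equimolar FeCl3 plus clioquinol controls.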
GLP-1R inv ag = GLP-1 receptor (human) inverse agonism; AID 624417; HEK293 GLP-1R CRE-luciferase, luminescence, 24 h; GLP-1R form is constitutively active; P43220; hit rate 1.6% among 410,000; Potency, µM (doses to about 38.3 µM), for inactives: at the top dose activity change, negative = inhibition, most hits filed as inhibitors; also: potency is read from the fitted curve at half-maximal effect; % is scaled to controls: 0 for no effect and ±100 for the full control effect; nearly all actives have a fitted effect of over 55% in size
Target sequence (P43220 whole entry, looked up): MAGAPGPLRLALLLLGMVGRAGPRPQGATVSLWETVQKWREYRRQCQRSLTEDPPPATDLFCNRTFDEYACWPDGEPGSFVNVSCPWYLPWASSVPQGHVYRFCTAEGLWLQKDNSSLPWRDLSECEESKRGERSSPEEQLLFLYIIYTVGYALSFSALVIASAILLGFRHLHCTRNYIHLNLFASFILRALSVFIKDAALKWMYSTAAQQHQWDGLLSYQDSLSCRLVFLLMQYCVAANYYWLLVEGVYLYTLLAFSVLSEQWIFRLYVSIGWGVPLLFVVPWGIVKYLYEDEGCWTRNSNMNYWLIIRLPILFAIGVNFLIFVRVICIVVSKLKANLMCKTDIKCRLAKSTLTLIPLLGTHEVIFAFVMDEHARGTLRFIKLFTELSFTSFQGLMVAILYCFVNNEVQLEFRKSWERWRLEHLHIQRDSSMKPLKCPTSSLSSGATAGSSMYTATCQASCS
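Constitutively active GLP-1R drives a cAMP-responsive luciferase in stably transfected HEK293 cells; test compounds are added after overnight (12 h) attachment and left 24 hr, and signal loss in luminescence marks inhibition.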
MmCpn inh = M. maripaludis TRiC chaperonin inhibition | hit rate 0.031% among 330,000 | Potency, µM (titrated, usually from 76.9 µM), for the others: top-dose activity, negative = inhibition, most hits filed as inhibitors | purified Mm-Cpn ATPase, ADP Transcreener TR-FRET; also: potency is read from the fitted curve at half-maximal effect; % is scaled to controls: 0 for no effect and ±100 for the full control effect; nearly all actives have a fitted effect of over 80% in size
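Inhibition of chaperonin ATP hydrolysis is measured as reduced ADP production, detected by competitive TR-FRET in which signal falls with ADP. Final enzyme 25 nM and ATP 10 uM, reacted 30 min at 37°C.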
TDP43 rescue = rescues yeast growth from TDP-43 toxicity; TDP-43 expressing yeast growth rescue, BacTiter-Glo, 24 h; hit rate 1.8% among 410,000; Potency, µM (series often up to 46.1 µM), for inactives: at the top dose growth rescue (activation), usual class: activators; AID 652104; also: potency is read from the fitted curve at half-maximal effect; % of control where 0% means no effect; nearly all actives have a fitted effect of over 50% in size
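In this qHTS, compounds that restore growth of yeast expressing TDP-43 appear as activators. Cells (OD600=0.02, galactose medium, raffinose-pregrown) are incubated with compound 24 hr at 30 deg C and growth is quantified by BacTiter-Glo.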
Starred values were filed as active, the others as inactive; i = inactive; ? = inconclusive; . = not tested or not shown; [ ] = another dose, or the depositor's remark. Unless noted, calls follow the shape of the dose curve; as a rule, active = well fitted curve in the direction sought with a large enough effect; inconclusive = small, poorly fitted or top-dose-only effect, or another doubt; inactive = no such curve, though single readings can be large; an effect the other way counts as inactive or inconclusive. These rows are one share of the data. The share of hits here may be higher or lower than overall.

#	SMILES	FUS yeast rescue	aSyn rescue	pAkt inh	PTHR1 ag	HEK293 tox
1	Cc1ccc(N(C)C(=O)c2cc(S(=O)(=O)N3CCOCC3)cn2C)cc1	-16%	.	.	i	-3%
2	COC(=O)CSc1nc(C)c(C)c(C)c1C(N)=O	-17%	-4%	i	i	-5%
3	COc1ccc(NC(=O)CN(c2ccccc2F)S(=O)(=O)c2ccc(C)cc2)cc1	-36%	-7%	i	-11%	1%
4	CCOc1ccccc1NC(=O)C1=C(C)NC(=S)NC1c1cccs1 (stereo not drawn)	.	1%	i	i	-10%
5	CCOC(=O)c1cc(S(=O)(=O)Nc2ccc(C)cc2Cl)[nH]n1	-1%	.	.	-16%	-3%
6	Cc1nn(Cc2ccc(F)cc2)c(C)c1NC(=O)CCCn1nc([N+](=O)[O-])cc1C	-15%	4%	i	i	3%
7	O=C(CN1CCCc2ccccc21)Nc1ccc(F)cc1[N+](=O)[O-]	-40%	-5%	i	?	16%
8	Cc1ccc(C)c2[nH]c(=O)c(CCNC(=O)C(C)(C)C)cc12	-11%	0%	i	i	2%
9	COCCN1CCN(C(=O)c2cc(COc3cc(C)ccc3C)on2)CC1	-14%	4%	.	-23%	-23%
10	COc1ccc(OC(=O)C(C)N2C(=O)c3ccccc3C2=O)cc1 (stereo not drawn)	2%	14%	i	i	9%
11	COc1cc(-c2nc3ccccn3c2/N=C/c2cccc(F)c2)ccc1O	.	-5%	i	i	16%
12	Cc1nc2nc(NC(=O)c3ccc(C(C)(C)C)cc3)[nH]n2c(=O)c1C	-3%	.	.	i	8%

#	Abeta yeast res	GLP-1R inv ag	MmCpn inh	TDP43 rescue
1	-6%	8%	.	24%
2	-9%	3%	-3%	-19%
3	11%	-15%	0%	3%
4	-10%	25%	0%	9%
5	-7%	-11%	.	10%
6	15%	1%	-4%	10%
7	?	-5%	2%	21%
8	4%	-13%	0%	15%
9	0%	-23%	0%	15%
10	-9%	8%	-1%	0%
11	-4%	-10%	-7%	3%
12	-2%	7%	.	17%

(listing goes on)
#	SMILES	FUS yeast rescue	aSyn rescue	pAkt inh	PTHR1 ag	HEK293 tox
13	COCCN1C(=O)c2[nH]nc(-c3ccccc3O)c2C1c1ccc(OC)cc1 (stereo not drawn)	3%	8%	i	i	2%
14	CSc1ccc(Cn2c(C)c(C(=O)NCc3ccc(F)cc3)sc2=O)cc1	1%	0%	i	-6%	4%
15	COc1ccc(CC(=O)Nc2ccc(S(=O)(=O)Nc3ncccn3)cc2)cc1	-5%	-13%	i	i	7%
16	CCOC(=O)c1ccc(NC(=S)N2CCC(C(N)=O)(N3CCCCC3)CC2)cc1	15%	9%	i	-20%	-13%
17	O=C1CCCc2c1cc(C(=O)Nc1ccc(Br)cn1)c(=O)n2-c1ccccc1	10%	7%	i	-5%	-21%
18	O=C(Nn1cnnc1)c1ccncc1	28%	-2%	i	i	-9%
19	Cn1nnnc1SCC(=O)Nc1ccccn1	3%	-1%	.	i	10%
20	Cc1sc2ncnc(SCC(=O)Nc3ccc(CN4CCCC4)cc3)c2c1C	0%	2%	i	-18%	-1%
21	COC(=O)c1sc2nc(SCc3cccc(F)c3)n(N)c(=O)c2c1C	-3%	1%	i	i	2%[1.53 µM]
22	Cc1ccc(-n2c(SCC(N)=O)nc3c(oc4ccccc43)c2=O)cc1C	2%	.	.	-26%	5%
23	CC1=C(C(=O)Nc2ccccc2)C(c2ccc3c(c2)OCO3)C2=C(CCCC2=O)N1 (stereo not drawn)	17%	2%	i	i	-4%
24	Cc1ccc(NS(=O)(=O)c2ccccc2[N+](=O)[O-])cc1C	-5%	21%	i	-56%	1%

#	Abeta yeast res	GLP-1R inv ag	MmCpn inh	TDP43 rescue
13	12%	33%[activator]	-15%	7%
14	-10%	?	.	18%
15	-5%	14%	1%	-1%
16	-21%	-26%	0%	3%
17	-10%	-7%	-2%	-3%
18	5%	3%	1%	21%
19	-6%	-6%	1%	-7%
20	5%	?	1%	8%
21	11%	19%	0%	17%
22	-9%	3%	.	8%
23	-1%	0%	1%	11%
24	12%	?	-2%	15%

Continued.
#	SMILES	FUS yeast rescue	aSyn rescue	pAkt inh	PTHR1 ag	HEK293 tox
25	NNC(=O)CCCNc1ncc(C(F)(F)F)cc1Cl	3%	3%	i	i	-5%
26	CC1CCc2nc3ccc(S(=O)(=O)N4CCC(C(=O)O)CC4)cc3c(C(=O)O)c2C1 (stereo not drawn)	-15%	5%	i	-14%	0%
27	COc1ccc(CCNC(=O)CCc2ccc(OC)cc2)cc1	11%	-2%	i	i	3%
28	COc1cc(C(=S)N2CCOCC2)ccc1OC(=O)c1cccc(C)c1	42%	-13%	i	-33%[inhibitor]	-18%
29	S=C1NCN(Cc2ccco2)CN1c1cccc2ccccc12	-15%	2%	i	i	-5%
30	CC(C)(C)NC(=O)C(=O)NCCC1=CCCCC1	.	-2%	i	-17%	0%
31	CC(CC(F)(F)F)N1CCC(n2nccc2NC(=O)CCOc2ccccc2)CC1 (stereo not drawn)	9%	1%	i	i	-5%
32	Cc1cccn2c(=O)c3cc(C(=O)NCc4ccco4)c(=N)n(CCOCCO)c3nc12	.	3%	i	-13%	.
33	CCCN(C(=O)CCNC(=O)Cn1cnc2ccccc2c1=O)c1cccc(Cl)c1	-4%	?	i	-28%	7%
34	CCSC1=NC2(CCCCC2)Nc2sc3c(c21)CCCC3	35µM*	3%	i	-7%	5%
35	COc1ccccc1/C=C1/SC(=S)N(CCC(=O)Nc2cccnc2)C1=O	9%	3%	i	-33%[inhibitor]	2%
36	CCN(CC)S(=O)(=O)c1cccc(NC(=O)c2cc3ccccc3o2)c1	12%	1%	i	i	-4%

#	Abeta yeast res	GLP-1R inv ag	MmCpn inh	TDP43 rescue
25	1%	13%	1%	-4%
26	-3%	6%	-3%	0%
27	-6%	10%	-2%	?
28	12%	?	-3%	?
29	?	-18%	0%	13%
30	0%	15%	0%	8%
31	10%	-12%	0%	0%
32	4%	13%	1%	-10%
33	-8%	-17%	-6%	4%
34	5%	?	-4%	29%
35	5%	9%	-1%	18%
36	17%	?	1%	?

Full records, looked up by structure. Order of screens: FUS yeast rescue	aSyn rescue	pAkt inh	PTHR1 ag	HEK293 tox	Abeta yeast res	GLP-1R inv ag	MmCpn inh	TDP43 rescue
`CCSC1=NC2(CCCCC2)Nc2sc3c(c21)CCCC3` reads 35µM*	3%	i	-7%	5%	5%	?	-4%	29%
`CC1CCc2nc3ccc(S(=O)(=O)N4CCC(C(=O)O)CC4)cc3c(C(=O)O)c2C1` (stereo not drawn) reads -15%	5%	i	-14%	0%	-3%	6%	-3%	0%
`CC(C)(C)NC(=O)C(=O)NCCC1=CCCCC1` reads .	-2%	i	-17%	0%	0%	15%	0%	8%

Next section
#	SMILES	FUS yeast rescue	aSyn rescue	pAkt inh	PTHR1 ag	HEK293 tox
37	Cc1ccccc1COC(=O)c1ccc(-c2nnn(Cc3ccccc3F)n2)cc1	-19%	.	.	-15%	4%
38	CNc1ccc(NC(C)=O)cc1[N+](=O)[O-]	.	-7%	i	-21%	?
39	CCN(CC)c1ccc(NC(=O)c2cnn3c(C(F)F)cc(-c4ccccc4)nc23)cc1	-18%	.	.	i	-1%
40	Nn1c(Cc2cccc3ccccc23)nnc1SCc1c(F)cccc1Cl	19%	7%	i	-19%	13%
41	CCOC(=O)c1cc(CC)sc1NC(=O)COC(=O)c1ccccn1	24%	-4%	i	-1%	-4%
42	Cc1cc(C)n2cc(COc3ccccc3)nc2n1	3%	6%	i	i	-16%
43	COc1ccc(C(=O)NCCCN2CCOCC2)cc1Br	-23%	-1%	i	-93%[inhibitor]	-18%
44	CCOc1ncccc1C(=O)OCC(=O)NC(=O)c1ccccc1	-16%	?	i	-14%	0%
45	COc1cc(C)ccc1OCc1cc(C(=O)NCCN2CCCC(O)C2)no1 (stereo not drawn)	8%	-2%	i	-24%	10%
46	Cc1cc(SCc2cccc(Cl)c2)nc(=O)[nH]1	-30%	3%	i	i	-3%
47	O=C1NC[C@H](c2ccccc2)N(CCCCC2CCCCC2)C1=O	0%	0%	i	-9%	0%
48	COc1ccc(Cc2nnc(NC(=O)Nc3cccc(OC)c3)s2)cc1	14%	4%	i	i	-4%

#	Abeta yeast res	GLP-1R inv ag	MmCpn inh	TDP43 rescue
37	-9%	3%	.	2%
38	3%	4%	0%	15%
39	-5%	14%	.	-3%
40	28%	?	-2%	0%
41	2%	58%[activator]	-2%	-10%
42	8%	8%	-9%	-13%
43	14%	4%	0%	14%
44	5%	4%	0%	-1%
45	-15%	-12%	-1%	1%
46	3%	15%	-15%	1%
47	-11%	10%	.	15%
48	-11%	-24%	0%	5%

Screens as filed in PubChem.
